# Assay outcomes (PubChem)
# RXFP1 agonist – activates the human relaxin receptor RXFP1; HEK293T-RXFP1 cAMP TR-FRET, 30 min; response scale: percent of porcine relaxin response, buffer zero; Potency, µM (titrated, usually from 57.5 µM), without a hit: at the highest dose activation, hits mostly activators; 0.3% of 370,000 active; AID 2676; further: potency means the concentration at half of the fitted maximal effect; on the % scale 0 is the no-effect control and ±100 the full control effect; nearly all actives have a fitted effect of over 60% in size; many of its hits are not listed in these tables
#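 cAMP rise read by TR-FRET after 30 min, 37C compound exposure (up to 58 uM) in RXFP1-transfected HEK293 cells with Ro 20174 present. EC50 from Hill-equation fits, with 29 nM porcine relaxin as 100% and buffer as basal.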
# D2 potentiator – D2 dopamine receptor (human) potentiation | P14416 | HEK293 T-REx D2, calcium flux, EC20 dopamine potentiation | potentiation, % at 10 µM | 0.34% of 340,000 active | AID 485347;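 active means potentiation over 3 SD above the plate norm, cut at about 30% in these data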; further: 0% is about no effect
#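 Using a no-wash calcium dye in inducible, force-coupled HEK293 Trex cells expressing D2, we tracked fluorescence each second for 180 s after compound, then for 180 s after EC20 dopamine to detect augmented signalling.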
# Vif-A3G inh – inhibitors of Vif-APOBEC3G interaction; Q9HC16; HeLa A3G-eYFP + Vif (tagged APOBEC3G with the HIV-1 protein that degrades it), YFP fluorescence, overnight; Potency, µM (titrated, usually from 46.1 µM), for inactives: top-dose activity, negative = active, most hits filed as inhibitors; 0.076% of 410,000 active;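 further: potency means the concentration at half of the fitted maximal effect; on the % scale 0 is the no-effect control and ±100 the full control effect; nearly all actives have a fitted effect of over 60% in size; hits raise eYFP signal because A3G escapes Vif-driven loss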
# Target sequence (Q9HC16 whole entry, looked up): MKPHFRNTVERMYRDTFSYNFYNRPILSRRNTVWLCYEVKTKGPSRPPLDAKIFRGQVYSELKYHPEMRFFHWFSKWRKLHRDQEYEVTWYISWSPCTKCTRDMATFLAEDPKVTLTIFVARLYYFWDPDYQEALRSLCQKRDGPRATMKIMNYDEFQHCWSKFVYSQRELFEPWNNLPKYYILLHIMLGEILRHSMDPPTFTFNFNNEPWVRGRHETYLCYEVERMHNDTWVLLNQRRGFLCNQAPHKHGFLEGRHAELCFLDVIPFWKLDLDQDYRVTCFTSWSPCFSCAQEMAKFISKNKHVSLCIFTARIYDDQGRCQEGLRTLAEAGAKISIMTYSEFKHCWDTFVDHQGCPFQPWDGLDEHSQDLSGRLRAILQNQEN
#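 HeLa cells stably expressing Vif and C-terminally eYFP-tagged A3G, seeded overnight at 37 deg C, then exposed to compound by pintool overnight at 37 deg C. Rise in yellow fluorescence (Ex 488/Em 500-530, Acumen) marks blocked Vif-driven A3G degradation.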
# D1 antag – blocks dopamine activation of the human D1 receptor; P21728; HEK293 TREx D1 cells, calcium flux, dopamine EC80; hits give low values; activity change, negative = inhibition, % at 10 µM; 3.2% of 360,000 active; AID 504652; in the data active means activity change below about -30%; further: on the % scale 0 is the no-effect control and ±100 the full control effect
# Target sequence (P21728 whole entry, looked up): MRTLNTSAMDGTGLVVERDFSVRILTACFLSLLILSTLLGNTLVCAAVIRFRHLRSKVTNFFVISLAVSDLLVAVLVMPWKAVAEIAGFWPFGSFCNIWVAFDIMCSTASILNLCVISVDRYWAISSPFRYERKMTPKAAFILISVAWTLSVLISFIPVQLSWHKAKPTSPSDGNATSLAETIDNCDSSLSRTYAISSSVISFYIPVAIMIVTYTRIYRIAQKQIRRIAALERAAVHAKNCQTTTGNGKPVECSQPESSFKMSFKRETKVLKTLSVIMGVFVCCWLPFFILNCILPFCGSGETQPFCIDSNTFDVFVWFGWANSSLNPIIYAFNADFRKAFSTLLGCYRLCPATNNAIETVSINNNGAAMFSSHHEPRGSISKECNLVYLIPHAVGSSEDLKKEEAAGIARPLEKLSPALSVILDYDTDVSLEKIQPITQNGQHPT
#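 Cells carrying a force-coupled, tetracycline-inducible human D1 receptor report calcium flux. Each well gets a 10 s baseline, compound with 180 s monitoring, then an EC80 dopamine stimulus with a second 180 s kinetic read.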
# D1 potentiator – human D1 dopamine receptor positive modulation | potentiation, % at 10 µM | 0.036% of 360,000 active | AID 504651 | P21728 | HEK293 TREx D1 cells, calcium flux, dopamine EC20 potentiation; in the data active means potentiation above about 30%; further: 0% is about no effect
# Vif-A3F inh – inhibitors of Vif-A3F interaction | 0.2% of 390,000 active | Potency, µM (highest dose often 46.1 µM), without a hit: at the highest dose activity, negative = active | HeLa A3F-eYFP + Vif (tagged APOBEC3F with the HIV-1 protein that degrades it), YFP fluorescence increase; further: potency means the concentration at half of the fitted maximal effect; % of control where 0% means no effect; nearly all actives have a fitted effect of over 65% in size
#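 HeLa cells stably expressing Vif plus C-terminally eYFP-tagged A3F were seeded, incubated overnight at 37 deg C, dosed with compound, incubated overnight again at 37 deg C. Yellow fluorescence (Ex 488/Em 500-530) reported blocked Vif-mediated A3F-eYFP degradation.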
# D1 agonist – agonists of human D1 dopamine receptor | P21728 | HEK293 T-REx D1 cells, calcium flux, agonist mode | activation, % at 2 µM | 1% of 360,000 active; in the data active means activation above about 30%; further: 0% is about no effect
#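 Inducible HEK293 T-REx D1 cells, force-coupled to calcium signalling, were plated at 4000 cells/well with tetracycline and held overnight at 30 C. After no-wash calcium dye loading, compound-evoked calcium rise over 180 s flagged agonists.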
# LDHA block – blocks human lactate dehydrogenase A | purified LDHA, NADH/diaphorase-resazurin fluorescence; hits give low values | activity change, % (values are at about 110 or 230 µM) | 0.15% of 480,000 active | AID 1347041; in the data active means activity change below about -30%; inconclusive means mostly about -25% to -30%;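 further: plate controls were DMSO wells for no effect and wells without enzyme for full effect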
#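 Resorufin fluorescence (ex540/em590), read at 0 and 20 min after diaphorase/resazurin addition, reports the NADH left after a 5 min room-temperature reaction of 2 nM human LDH5 with 0.06 mM NADH and 0.2 mM pyruvate.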
# Glioma ERSR ind – inducers of ER stress response in human glioma cells. U87-MG GRP78 promoter luciferase reporter, 16 h. Potency, µM, inactives show top-dose activation, hits mostly activators. 0.02% of 420,000 active. AID 602332; further: potency means the concentration at half of the fitted maximal effect; series mostly up to about 76 µM; % of control where 0% means no effect; nearly all actives have a fitted effect of over 35% in size
#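 Stably transfected U87-MG human glioma cells carrying a GRP78-based luminescent sensor were seeded at 1000 cells/well, pin-dosed with compounds and incubated 16 h. Luciferase reagent was then added, and end-point luminescence was read after 10 min at room temperature.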
# Active calls of the source: *; ? = inconclusive; nt = not tested or not shown; & = joins results of further samples. Unless noted, the call rests on the fitted dose curve; in most records, active means well fitted curve in the direction sought with a large enough effect; inconclusive means small, poorly fitted or top-dose-only effect, or another doubt; inactive means no such curve, though single readings can be large; an effect the other way counts as inactive or inconclusive. Only part of the results is shown. The share of hits here may be higher or lower than overall.
SMILES,RXFP1 agonist,D2 potentiator,Vif-A3G inh,D1 antag,D1 potentiator,Vif-A3F inh,D1 agonist,LDHA block,Glioma ERSR ind
COc1ccc(CNC(=O)C23CN(Cc4ccccc4)CC2C(c2ccc([N+](=O)[O-])cc2)=NO3)cc1 (stereo not drawn),-2.4%,5,0%,-15,-11,-5%,3,3,-2%
Cc1ccc(NS(=O)(=O)c2cccc3cccnc23)c(Br)c1,5.6%,-5,-2%,-14,-2,5%,4,-7,-4%
CCOC(=O)c1cc(S(=O)(=O)NCc2ccco2)cn1C,-2.1%,nt,5%,-4,4,-10%,7,-5,3%
CCCCOC(=O)/C=C\C(=O)NC(N)=O,0.1%,nt,?,7,-3,?,0,0,-14%
O=C(c1ccc(Cl)s1)N1CCc2ccccc21,0.8%,27,2%,11,-7,-13%,3,1,8%
O=C(CSc1nnc(NC2CCCCC2)s1)NCc1ccco1,0.8%,2,-7%,5,-7,-9%,0,-2,-1%
O=C(Nn1c(C2CCC2)nc2ccccc2c1=O)c1cccs1,-1.0%,-19,5%,-4,-4,1%,2,-5,-7%
O=C(NCCn1cccn1)C1CCC(=O)N(CC2CCCCC2)C1 (stereo not drawn),0.7%,11,2%,7,3,0%,3,-1,-6%
CCC(=O)Nc1cccc(-c2ccc(N3CCCCC3)nn2)c1,3.4%,-4,2%,2,-9,6%,-1,-5,-9%
CCOC(=O)C1CCN(c2c(NCc3ccc(C(=O)NCCOC)cc3)c(=O)c2=O)CC1,0.3%,nt,0%,-24,-5,0%,0,-4,-5%
CCn1c(SCC(=O)NCC2CCCO2)nc2c(c1=O)SCC2 (stereo not drawn),5.7%,3,-6%,0,3,6%,3,-4,-6%
O=C(NCCOc1ccccc1F)c1cccc(S(=O)(=O)N2CCN(c3ccccc3)CC2)c1,0.9%,5,-1%,-3,-6,6%,6,1,-2%
Cc1cc(-n2c(C)cc(C(=O)COc3cccnc3[N+](=O)[O-])c2C)no1,-0.8%,5,-10%,-2,-1,-27%,5,11,-2%
O=c1[nH]n(Cc2ccccc2)c2ccccc12,2.5%,-3,-5%,-15,0,0%,11,-7,-2%
Cc1ccc(SC(C)C(=O)NC2CC2)cc1 (stereo not drawn),0.7%,-3,0%,-20,10,-13%,0,-12,-1%
CCN(CC)S(=O)(=O)c1cc(C)ccc1NC(=S)Nc1cccnc1,0.3%,-2,7%,-16,-8,-10%,6,-4,-1%
COc1ccc(S(=O)(=O)Cc2ccc(C(=O)N3CCN(c4ncccn4)CC3)o2)cc1,nt,nt,-1%,nt,nt,-11%,nt,-2,-4%
O=C(/C=C/c1cccnc1)c1ccc(NC(=O)c2cccc(Br)c2)cc1,-5.7%,-4,2%,-10,0,6%,2,-4,2%
O=C(CN1CCN(Cc2ccc3c(c2)OCO3)CC1)Nc1ccc(F)cc1,-0.3%,nt,-1%,-16,-1,8%,8,0,2%
COc1ccc(CCNC(=O)c2cc3ccccc3oc2=O)cc1,0.5%,-3,7%,-21,-3,3%,-1,-2,-6%
O=C(Nc1ccccc1)c1cc(-n2cnnc2)ccc1Cl,1.1%,nt,3%,5,-3,-1%,9,-16,-5%
Cc1cc(C)c(-c2cc(NC(=O)COC(=O)c3ccc(NC(=O)CC#N)cc3)n(-c3ccccc3)n2)cc1C,0.7%,-2,-1%,-1,5,-34%,7,-4,-2%
O=C(COC(=O)CCC1CCCC1)Nc1ccccc1Br,2.4%,11,-3%,19,-5,-3%,0,1,0%
C/C(=N/NC(=O)c1ccc(Cl)cc1Cl)c1cccnc1,0.7%,-4,0%,-11,-6,0%,3,-3,2%
COc1ccc(C(=O)N[C@H](C(=O)N2CCN(c3ccccc3F)CC2)C(C)C)cc1,-1.1%,10,-1%,-7,4,-3%,0,-1,-2%

# Two of the compounds above, with two lines to a compound.
# Second line of a record – RXFP1 agonist, D2 potentiator, Vif-A3G inh, D1 antag, D1 potentiator, Vif-A3F inh, D1 agonist, LDHA block, Glioma ERSR ind
Cc1cc(C)c(-c2cc(NC(=O)COC(=O)c3ccc(NC(=O)CC#N)cc3)n(-c3ccccc3)n2)cc1C
→ 0.7%, -2, -1%, -1, 5, -34%, 7, -4, -2%
O=C(COC(=O)CCC1CCCC1)Nc1ccccc1Br
→ 2.4%, 11, -3%, 19, -5, -3%, 0, 1, 0%

# (listing goes on)
SMILES,RXFP1 agonist,D2 potentiator,Vif-A3G inh,D1 antag,D1 potentiator,Vif-A3F inh,D1 agonist,LDHA block,Glioma ERSR ind
CSCCC(=O)N1CCCC(N2CCN(c3cccc(C(F)(F)F)c3)CC2)C1 (stereo not drawn),-0.6%,9,2%,-11,-7,-1%,0,-4,-2%
CCn1nc(C)c(/C=N/NC(=O)Cn2nccc2C)c1C,5.4%,1,1%,5,-6,10%,4,-2,1%
Cc1nn(-c2ccc(F)cc2)c(Cl)c1/C=C1\C(=O)Nc2ccccc21,2.8%,-1,?,-7,-4,2%,10,-9,0%
CC1Cc2ccccc2N1C(=O)CN(C)CC(=O)Nc1cccc(F)c1 (stereo not drawn),0.6%,nt,2%,-20,2,4%,1,-7,-3%
O=C(COC(=O)c1ccccc1Cl)NC1CCCCCCC1,1.7%,14,2%,-8,-8,-5%,-1,-4,2%
N#C/C(=C\c1ccc(F)cc1)C(=O)NCC1CCCO1 (stereo not drawn),0.9%,-3,0%,4,2,3%,1,-4,3%
CN1CCc2c(sc3c2c(=O)n(-c2ccccc2)c2nnc(SCc4ccc(Cl)cc4)n32)C1,4.1%,16,1%,-10,1,-15%,1,-2,-10%
Cc1cccc(C(=O)NNC(=O)c2ccccc2C)c1,0.3%,-5,2%,-9,-3,-11%,5,-7,-1%
COc1ccc(CC(=O)Nc2ccc(NC(=O)c3ccc(Br)cc3)cc2)cc1OC,0.1%,6,0%,-1,5,-4%,2,-1,-10%
C#CCSc1nnc(-c2ccccc2)c(=O)[nH]1,2.2%,21,-24%,8,2,5%,0,-5,3%
CCOc1ccc(Oc2ccc(C(F)(F)F)cc2N)cc1,1.4%,-3,1%,-12,-5,-11%,8,-2,7%
COCCN(C(=O)CSc1nc2nc(C)cc(C)n2n1)c1c(N)n(Cc2ccccc2)c(=O)[nH]c1=O,0.3%,5,-1%,-6,5,-23%,3,-2,-2%
Cc1cc(NC(=O)CSCC(=O)Nc2nc3ccccc3[nH]2)no1,0.7%,2,4%,-28,-8,8%,1,1,0%
Cn1c2ccccc2c(=O)c2c(=O)n(Cc3ccco3)c(-c3ccc(Cl)cc3Cl)nc21,?,1,nt,8,5,nt,2,nt,nt
Cc1cc(C)cc(NC(=O)CSc2n[nH]c(-c3cccnc3)n2)c1,-2.6%,-4,-1%,-10,nt,-2%,6,-1,-4%
CNC(=O)CO/N=C/c1ccc(N(C)C)cc1,-0.4%,-8,-4%,-5,-5,?,1,2,3%
COc1ccc(CC(=S)NCCc2ccccc2)cc1,-0.5%,0,5%,-2,-14,-10%,3,-1,3%
Cc1ncoc1C(=O)N1CCCC(N2CCN(c3ccccc3F)CC2)C1 (stereo not drawn),5.5%,-12,0%,12,-4,0%,2,0,-1%
CCN(CC)C(=O)C1=C(C)N(Cc2ccccc2)C(=O)C(CC(=O)NCc2cccs2)C1 (stereo not drawn),nt,nt,0%,nt,nt,-5%,nt,2,2%
CN(c1cccc(NC(=O)COc2ccccc2)c1)S(C)(=O)=O,-0.1%,nt,5%,-2,-5,-12%,14,-3,2%
CC(C)CCN(C(=O)Nc1ccccc1)C(C)c1cccs1 (stereo not drawn),0.4%&0.8%,0&13,1%&1%,-2,3&0,-5%&-8%,11&7,-8&8,-3%&4%
O=C(NCc1ccco1)c1sc2cc(F)ccc2c1Cl,2.8%,7,-6%,-12,-6,2%,2,-7,1%
C=CCn1c(C#N)c(N)sc1=N,1.0%,-1,-2%,-22,-1,?,4,-1,-3%

# Quoted at random: seven records from the list
SMILES,RXFP1 agonist,D2 potentiator,Vif-A3G inh,D1 antag,D1 potentiator,Vif-A3F inh,D1 agonist,LDHA block,Glioma ERSR ind
N#C/C(=C\c1ccc(F)cc1)C(=O)NCC1CCCO1 (stereo not drawn),0.9%,-3,0%,4,2,3%,1,-4,3%
Cc1cccc(C(=O)NNC(=O)c2ccccc2C)c1,0.3%,-5,2%,-9,-3,-11%,5,-7,-1%
CCn1nc(C)c(/C=N/NC(=O)Cn2nccc2C)c1C,5.4%,1,1%,5,-6,10%,4,-2,1%
CN1CCc2c(sc3c2c(=O)n(-c2ccccc2)c2nnc(SCc4ccc(Cl)cc4)n32)C1,4.1%,16,1%,-10,1,-15%,1,-2,-10%
CSCCC(=O)N1CCCC(N2CCN(c3cccc(C(F)(F)F)c3)CC2)C1 (stereo not drawn),-0.6%,9,2%,-11,-7,-1%,0,-4,-2%
Cc1cc(NC(=O)CSCC(=O)Nc2nc3ccccc3[nH]2)no1,0.7%,2,4%,-28,-8,8%,1,1,0%
CN(c1cccc(NC(=O)COc2ccccc2)c1)S(C)(=O)=O,-0.1%,nt,5%,-2,-5,-12%,14,-3,2%

# Single values from the entries so far:
# `Cc1cc(NC(=O)CSCC(=O)Nc2nc3ccccc3[nH]2)no1` – D1 agonist = 1
# `CCOc1ccc(Oc2ccc(C(F)(F)F)cc2N)cc1` – Glioma ERSR ind = 7%
# `O=C(COC(=O)c1ccccc1Cl)NC1CCCCCCC1` – RXFP1 agonist = 1.7%
# `CNC(=O)CO/N=C/c1ccc(N(C)C)cc1` – D2 potentiator = -8
# `C=CCn1c(C#N)c(N)sc1=N` – RXFP1 agonist = 1.0%
